Source: PubChem BioAssay (National Center for Advancing Translational Sciences (NCATS))
CCT modulator = modulators of cytosolic chaperonin (CCT/TRiC) activity; purified chaperonin ATPase assay, HTRF ADP detection, 30 min; activity change, % (test concentration not listed), hits read low; 360,000 tested, 0.3% active; AID 651819; in the data active = activity change below about -30%; note: % is set by controls: 0 for no effect and ±100 for the full control effect
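Enzyme 40 or 20 nM (batch-dependent) in Tris pH 7.4/KCl/MgCl2/DTT; cpd 76 uM single point; ATP 10 uM; 30 min 37 °C; Transcreener ADP HTRF detection, 30 min RT; ratio 665/615.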
Nrf2 ARE act = Nrf2 pathway activation; 410,000 tested, 0.31% active; AREc32 ARE-luciferase reporter (MCF7-derived line), luminescence, 24 h; Potency, µM (highest dose often 46.1 µM), without a hit: top-dose activation, hits mostly activators; note: potency is the fitted concentration of half-maximal effect; % of control where 0% means no effect; nearly all actives have a fitted effect of over 65% in size
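AREc32 cells carrying an ARE-driven firefly luciferase, 1000 cells/well in OPTI-MEM with 5% FBS, dosed after overnight attachment and incubated 24 hr at 37 deg C. Steady-Glo luminescence read after 30 min at RT.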
TGFb inhibitor = TGF-b pathway inhibition; Potency, µM (top dose mostly 46.1 µM), for inactives: at the top dose activity, negative = inhibition, usual class: inhibitors; AID 588855; 410,000 tested, 1.2% active; HepG2 CAGA-GFP TGF-b/SMAD3 reporter, GFP fluorescence, 18 h; TGF-beta stimulated, 500 pg/mL final; note: potency is the fitted concentration of half-maximal effect; % is set by controls: 0 for no effect and ±100 for the full control effect; nearly all actives have a fitted effect of over 65% in size
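TGF-beta reporter screen: HEPG2 CAGA-GFP, 1% FBS, 500 pg/mL TGF-beta final, 18 h; per-cell GFP summed per well; curves fitted and categorized by class.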
S2 tox = viability counter-screen for ATXN expression inhibitors; S2 cells (HEK-293 line with an ATXN2-luciferase reporter) viability, CellTiter-Fluor protease fluorescence, 24 h; Potency, µM (top dose mostly 56.7 µM), hits mostly cytotoxic; 400,000 tested, 0.49% active; AID 651635; note: potency is the fitted concentration of half-maximal effect; nearly all actives have a fitted effect of over 40% in size
Mm-Cpn inhibitor = blocks the Methanococcus maripaludis chaperonin Mm-Cpn | purified Mm-Cpn ATPase, ADP Transcreener TR-FRET | Potency, µM (top dose mostly 76.9 µM), inactives show top-dose activity, negative = inhibition, actives largely listed as inhibitors | 330,000 tested, 0.031% active | AID 504842; note: potency is the fitted concentration of half-maximal effect; % is set by controls: 0 for no effect and ±100 for the full control effect; nearly all actives have a fitted effect of over 80% in size
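Inhibition of chaperonin ATP hydrolysis is measured as reduced ADP production, detected by competitive TR-FRET in which signal falls with ADP. Final enzyme 25 nM and ATP 10 uM, reacted 30 min at 37°C.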
A549 viability = counter-screen for Nrf2 inhibitors: cytotoxicity in A549 cells. A549 ARE-Fluc cells, CellTiter-Fluor viability, 18-24 h. Potency, µM (titrated, usually from 46 µM), without a hit: top-dose activity change, negative = cytotoxicity, most hits filed as inhibitors. 390,000 tested, 0.16% active; note: potency is the fitted concentration of half-maximal effect; % is set by controls: 0 for no effect and ±100 for the full control effect
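Cytotoxicity counterscreen: CellTiter-Fluor fluorescence was measured in A549 ARE_Fluc cells after 18-24 h of compound exposure in a concentration series. The subsequent BugLite luminescent read reports ARE-luciferase activity.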
HepG2 tox = counter-screen for TGF-b inhibitors: cytotoxicity in HepG2 cells. HepG2 CAGA-GFP viability, ATP luminescence, 18 h. Potency, µM (highest dose often 46.1 µM), for the others: top-dose activity change, negative = cytotoxicity, actives largely listed as cytotoxic. 410,000 tested, 0.76% active. AID 588856; note: potency is the fitted concentration of half-maximal effect; some results filed as inactive show a strong effect at the top dose
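HepG2 CAGA-GFP cells (1000/well, DMEM with 1% FBS) received compound, then TGF-beta at 500 pg/mL final, and were incubated 18 hours at 37 degrees C. Viability was read by CellTiter-Glo luminescence. Media-only wells were set as complete cell-killing and DMSO as no toxicity.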
Nrf2 block = Nrf2 pathway inhibition. A549 ARE-Fluc reporter, luciferase luminescence, 18-24 h. AID 504444. Potency, µM (series often up to 46 µM), without a hit: at the highest dose activity change, negative = inhibition, actives largely listed as inhibitors. 360,000 tested, 2.1% active; note: potency is the fitted concentration of half-maximal effect; % is set by controls: 0 for no effect and ±100 for the full control effect; nearly all actives have a fitted effect of over 60% in size
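Reporter: ARE-Fluc in A549. Exposure: 18-24 h, 37 °C, 5% CO2, 5% FBS OPTI-MEM. Readouts: fluorescent cytotoxicity (CellTiter-Fluor), then luminescent Nrf2 signal after BugLite.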
Akt phos inh = blocks phosphorylation of Akt; Neuro2A IGF-stimulated pAkt S473 HTRF, 20 min; active compounds read low; 360,000 tested, 0.32% active; AID 651550; activity change, % for hits at 50 µM; in the data active = activity change below about -80%; inconclusive = mostly about -51% to -80%; note: % is set by controls: 0 for no effect and ±100 for the full control effect
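Single-point screen (50 µM final compound) in Neuro2A cells stimulated 20 min with 6 nM IGF at 37 deg C. After lysis, Ser473-phosphorylated Akt read by HTRF (ex 330 nm, em 615/665 nm) as the 665/615 ratio.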
An asterisk follows results filed as active; [ ] = remark or other dose. Unless noted, calls come from the whole dose curve; as a rule, active = well fitted curve in the direction sought with a large enough effect; inconclusive = small, poorly fitted or top-dose-only effect, or another doubt; inactive = no such curve, though single readings can be large; an effect the other way counts as inactive or inconclusive.

How did O=C(NCc1cccnc1)c1cc(C(=O)C2CC2)c[nH]1 do in these assays?
CCT modulator: -1.9; Nrf2 ARE act: 3.4%; TGFb inhibitor: 8%; S2 tox: inactive; Mm-Cpn inhibitor: -1%; A549 viability: 6%; HepG2 tox: -19%; Nrf2 block: inconclusive; Akt phos inh: inactive

How did COc1cccc(CNC(=O)COC(=O)c2ccc(N3CCCC3=O)cc2)c1 do in these assays?
CCT modulator: 0.6; Nrf2 ARE act: -1.9%; TGFb inhibitor: -10%; S2 tox: inactive; HepG2 tox: 8%; Akt phos inh: inactive

What do the screens show for `CCN(CC)c1ccc(NC(=O)CN2CCN(CC(=O)Nc3ccccc3F)CC2)cc1`?
CCT modulator: -2.0; Nrf2 ARE act: -0.4%; TGFb inhibitor: 2%; S2 tox: inconclusive; Mm-Cpn inhibitor: 0%; A549 viability: -4%; HepG2 tox: -32%; Akt phos inh: inactive

How did CN1CCC(N2CCN(C3CN(C4CCCCC4)S(=O)(=O)C3)CC2)CC1 (centres undefined) do in these assays?
CCT modulator: -2.7; Nrf2 ARE act: 0.4%; TGFb inhibitor: -9%; S2 tox: inactive; HepG2 tox: -1%; Akt phos inh: inactive

How did CCCCN(C(=O)Cn1ncc(Cl)c(Cl)c1=O)c1c(N)n(CC(C)C)c(=O)[nH]c1=O do in these assays?
CCT modulator: -2.5; Nrf2 ARE act: inconclusive; TGFb inhibitor: -7%; S2 tox: inactive; Mm-Cpn inhibitor: 0%; A549 viability: 0%; HepG2 tox: 3%; Nrf2 block: 4%; Akt phos inh: inactive

How did Cc1ccc(C)c(OCCC(=O)OCC(=O)NC(=O)NC2CCCC2)c1 do in these assays?
CCT modulator: 0.8; Nrf2 ARE act: -0.1%; TGFb inhibitor: 0%; S2 tox: inactive; Mm-Cpn inhibitor: 3%; A549 viability: -7%; HepG2 tox: -7%; Nrf2 block: 16%; Akt phos inh: inactive

How did COc1cccc(C2CC(c3ccc(C)cc3)=NN2C(=O)c2ccccc2F)c1OC (centres undefined) do in these assays?
CCT modulator: 0.4; Nrf2 ARE act: 2.2%; TGFb inhibitor: inconclusive; S2 tox: inactive; Mm-Cpn inhibitor: -1%; A549 viability: 0%; HepG2 tox: -64%; Nrf2 block: inconclusive; Akt phos inh: inactive

What do the screens show for `CN(CC(=O)Nc1ccc(Br)cc1)S(=O)(=O)c1cccc2nsnc12`?
Nrf2 ARE act: 0.9%; TGFb inhibitor: inconclusive; S2 tox: inconclusive; A549 viability: 0%; HepG2 tox: -21%; Nrf2 block: inconclusive

Results for c1ccc(C2=NNC(=NC3CC3)SC2)cc1 ?
CCT modulator: -1.1; Nrf2 ARE act: -0.7%; TGFb inhibitor: 4%; S2 tox: inactive; Mm-Cpn inhibitor: -4%; A549 viability: 4%; HepG2 tox: 7.1µM*; Nrf2 block: inconclusive; Akt phos inh: inactive

What do the screens show for `CC(O)CNc1nc(N)[nH]c(=O)c1N=Nc1ccccc1` (centres undefined)?
CCT modulator: 2.0; Nrf2 ARE act: 3.9%; TGFb inhibitor: -13%; S2 tox: inconclusive; A549 viability: -23%; HepG2 tox: -6%; Nrf2 block: 0%; Akt phos inh: inactive

How did O=C(Nc1ccc2c(c1)OCO2)c1ccncc1 do in these assays?
CCT modulator: -0.3; Nrf2 ARE act: 2.0%; TGFb inhibitor: -8%; S2 tox: inactive; Mm-Cpn inhibitor: -7%; A549 viability: 17%; HepG2 tox: -30%; Nrf2 block: inconclusive; Akt phos inh: inactive

Results for CCOc1ccc2nc(NC(=O)CSc3ccc(Cl)cc3)sc2c1 ?
CCT modulator: -0.3; Nrf2 ARE act: 0.4%; TGFb inhibitor: -1%; S2 tox: inactive; Mm-Cpn inhibitor: -1%; A549 viability: -8%; HepG2 tox: -11%; Nrf2 block: 1%; Akt phos inh: inactive

Results for O=C(CS(=O)(=O)c1cccc2nsnc12)N1CCN(c2cccc(Cl)c2)CC1 ?
Nrf2 ARE act: 0.3%; TGFb inhibitor: -10%; S2 tox: inactive; A549 viability: -29%; HepG2 tox: -26%

Results for C=CC[C@@H]1Cc2c(Br)ccc(Br)c2[C@@H](CC=C)N1 ?
CCT modulator: -0.4; Nrf2 ARE act: -0.4%; TGFb inhibitor: -10%; S2 tox: inactive; Mm-Cpn inhibitor: -16%; A549 viability: 18%; HepG2 tox: -1%; Nrf2 block: 7%; Akt phos inh: inactive

Results for CCn1nc(C)c(Br)c1-c1nc(-c2cccc(C)c2)no1 ?
CCT modulator: -1.2; Nrf2 ARE act: inconclusive; TGFb inhibitor: 0%; S2 tox: inactive; Mm-Cpn inhibitor: 1%; A549 viability: inconclusive; HepG2 tox: -2%; Nrf2 block: 29%; Akt phos inh: inactive

How did Cc1cccc2sc(NS(C)(=O)=O)nc12 do in these assays?
CCT modulator: 0.1; Nrf2 ARE act: -0.4%[9.22 µM]; TGFb inhibitor: 13%; S2 tox: inactive; Mm-Cpn inhibitor: 1%; A549 viability: 3%; HepG2 tox: 7%; Nrf2 block: 2%; Akt phos inh: inactive

What do the screens show for `COc1cc(C(=O)N/N=C(\C)Cn2nc([N+](=O)[O-])cc2C)ccc1O`?
CCT modulator: 0.9; Nrf2 ARE act: 2.1%; TGFb inhibitor: 33%; S2 tox: inactive; Mm-Cpn inhibitor: 3%; A549 viability: 1%; HepG2 tox: -3%; Nrf2 block: 3%; Akt phos inh: inactive

How did Cc1ccc(/C=N/NC(=O)CNC(=O)Cc2ccccc2)o1 do in these assays?
CCT modulator: 2.9; Nrf2 ARE act: 0.2%; TGFb inhibitor: 2%; S2 tox: inactive; Mm-Cpn inhibitor: 0%; A549 viability: -1%; HepG2 tox: 11%; Nrf2 block: 26%; Akt phos inh: inactive

Results for COc1cc(/C=C2/C(=O)N(c3ccc(Br)cc3)N=C2C)cc(OC)c1OC ?
CCT modulator: -1.9; Nrf2 ARE act: 3.4%; TGFb inhibitor: inconclusive; S2 tox: inactive; Mm-Cpn inhibitor: -3%; A549 viability: -6%; HepG2 tox: -32%; Nrf2 block: -4%; Akt phos inh: inactive

What do the screens show for `CC(C)c1ccc(OCC(=O)NC2CCCC2)cc1`?
CCT modulator: 0.6; Nrf2 ARE act: 0.2%; TGFb inhibitor: 1%; S2 tox: inactive; Mm-Cpn inhibitor: 1%; A549 viability: -1%; HepG2 tox: 0%; Nrf2 block: -1%; Akt phos inh: inactive

Results for CC(C)N1CCc2c(sc(NC(=O)c3nc4ccccc4s3)c2C(N)=O)C1 ?
CCT modulator: -1.0; Nrf2 ARE act: 0.6%; TGFb inhibitor: 1%; S2 tox: inactive; Mm-Cpn inhibitor: -4%; A549 viability: -23%; HepG2 tox: -31%; Nrf2 block: inconclusive; Akt phos inh: inactive

Results for c1ccc(CN2CCC3CC2c2c3cccc2N2CCOCC2)cc1 (centres undefined) ?
CCT modulator: -2.3; Nrf2 ARE act: 0.2%; TGFb inhibitor: -3%; S2 tox: inactive; HepG2 tox: -3%; Akt phos inh: inactive

Results for COc1ccccc1N1CCN(C2CC(=O)N(c3ccc(Cl)cc3)C2=O)CC1 (centres undefined) ?
CCT modulator: -4.5; Nrf2 ARE act: 0.1%; TGFb inhibitor: inconclusive; S2 tox: inconclusive; Mm-Cpn inhibitor: 0%; A549 viability: -1%; HepG2 tox: -4%; Nrf2 block: -6%; Akt phos inh: inactive

What do the screens show for `O=C(NCc1cccnc1)NC1(c2ccccc2)CC1`?
CCT modulator: -1.3; Nrf2 ARE act: 0.1%; TGFb inhibitor: -6%; S2 tox: inactive; Mm-Cpn inhibitor: 0%; A549 viability: 0%; HepG2 tox: -12%; Nrf2 block: -4%; Akt phos inh: inactive

Brought forward from above: 2 entries, then new ones.
Results for COc1ccccc1N1CCN(C2CC(=O)N(c3ccc(Cl)cc3)C2=O)CC1 (centres undefined) ?
CCT modulator: -4.5; Nrf2 ARE act: 0.1%; TGFb inhibitor: inconclusive; S2 tox: inconclusive; Mm-Cpn inhibitor: 0%; A549 viability: -1%; HepG2 tox: -4%; Nrf2 block: -6%; Akt phos inh: inactive

What do the screens show for `O=C(NCc1cccnc1)NC1(c2ccccc2)CC1`?
CCT modulator: -1.3; Nrf2 ARE act: 0.1%; TGFb inhibitor: -6%; S2 tox: inactive; Mm-Cpn inhibitor: 0%; A549 viability: 0%; HepG2 tox: -12%; Nrf2 block: -4%; Akt phos inh: inactive

How did O=c1/c(=C/c2ccc([N+](=O)[O-])cc2)sc2n1CCCN=2 do in these assays?
CCT modulator: -4.7; Nrf2 ARE act: inconclusive; TGFb inhibitor: inconclusive; S2 tox: inconclusive; Mm-Cpn inhibitor: -2%; A549 viability: -10%; HepG2 tox: -43%; Nrf2 block: inconclusive; Akt phos inh: inactive

What do the screens show for `C/C(=N\NC(=O)c1ccc(CSc2nncn2C)cc1)c1cccs1`?
CCT modulator: 0.4; Nrf2 ARE act: 1.7%; TGFb inhibitor: 0%; S2 tox: inactive; Mm-Cpn inhibitor: -1%; A549 viability: 1%; HepG2 tox: -1%; Nrf2 block: inconclusive; Akt phos inh: inactive

Results for C=CCSc1nnc(-c2ccc([N+](=O)[O-])cc2)o1 ?
CCT modulator: -2.7; Nrf2 ARE act: 7.2%; TGFb inhibitor: -13%; S2 tox: inactive; Mm-Cpn inhibitor: 1%; A549 viability: 0%; HepG2 tox: -2%; Nrf2 block: inconclusive; Akt phos inh: inactive

How did N#Cc1cc(S(=O)(=O)c2ccc(Cl)cc2)c(N)[nH]c1=O do in these assays?
CCT modulator: -1.2; Nrf2 ARE act: -0.2%; TGFb inhibitor: -1%; S2 tox: inactive; Mm-Cpn inhibitor: inconclusive; A549 viability: 2%; HepG2 tox: 1%; Nrf2 block: 7%; Akt phos inh: inactive
